High-throughput results deposited in PubChem by National Center for Advancing Translational Sciences (NCATS).
D2 PAM: positively modulates the human D2 dopamine receptor allosterically. P14416. HEK293 T-REx D2, calcium flux, EC20 dopamine potentiation. potentiation, % at 10 µM. actives 0.34% (n = 340,000). AID 485347;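 active = potentiation over 3 SD above the plate norm, cut at about 30% in these data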; note: 0% is about no effect
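Primary screen. Calcium kinetics in induced HEK293 T-REx D2 cells: compound pre-addition 180 s, EC20 dopamine, 180 s more.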
Apoferritin bind: binds horse apoferritin like a general anesthetic; P02791; apoferritin/1-aminoanthracene competitive binding, fluorescence; actives 0.074% (n = 350,000); Potency, µM (series often up to 77.5 µM), for inactives: at the top dose activity change, negative = displacement, usual class: inhibitors; note: potency is the fitted concentration of half-maximal effect; % is set by controls: 0 for no effect and ±100 for the full control effect; nearly all actives have a fitted effect of over 20% in size
Target sequence (P02791 2-175 limits assumed): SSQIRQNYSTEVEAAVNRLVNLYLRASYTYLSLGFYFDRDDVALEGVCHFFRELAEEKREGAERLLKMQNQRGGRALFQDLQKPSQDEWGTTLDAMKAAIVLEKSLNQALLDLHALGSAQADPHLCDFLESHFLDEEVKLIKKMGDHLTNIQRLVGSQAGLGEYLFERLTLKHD
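Apoferritin-based anesthetic binding model; compound displacement of fluorescent 1-AMA measured as endpoint fluorescence after 10 minutes at room temperature, scaled to free-ligand and complex controls.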
RXFP1 antag: RXFP1 (human) relaxin receptor antagonism. activity change, negative = inhibition, % at 57.5 µM. HEK293-RXFP1, relaxin-stimulated cAMP HTRF, 30 min; active compounds read low. actives 0.59% (n = 350,000). AID 1259400. Q9HBX9;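 active = activity change of -60% or lower, but not beyond a set lower limit; inconclusive = change between -60% and -40%, or beyond the set limit; inactive = change above -40%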; note: % is set by controls: 0 for no effect and ±100 for the full control effect
D1 antag: antagonists of human D1 dopamine receptor | P21728 | HEK293 TREx D1 cells, calcium flux, dopamine EC80; active compounds read low | activity change, negative = inhibition, % at 10 µM | actives 3.2% (n = 360,000) | AID 504652; in the data active = activity change below about -30%; note: % is set by controls: 0 for no effect and ±100 for the full control effect
Target sequence (P21728 whole entry, looked up): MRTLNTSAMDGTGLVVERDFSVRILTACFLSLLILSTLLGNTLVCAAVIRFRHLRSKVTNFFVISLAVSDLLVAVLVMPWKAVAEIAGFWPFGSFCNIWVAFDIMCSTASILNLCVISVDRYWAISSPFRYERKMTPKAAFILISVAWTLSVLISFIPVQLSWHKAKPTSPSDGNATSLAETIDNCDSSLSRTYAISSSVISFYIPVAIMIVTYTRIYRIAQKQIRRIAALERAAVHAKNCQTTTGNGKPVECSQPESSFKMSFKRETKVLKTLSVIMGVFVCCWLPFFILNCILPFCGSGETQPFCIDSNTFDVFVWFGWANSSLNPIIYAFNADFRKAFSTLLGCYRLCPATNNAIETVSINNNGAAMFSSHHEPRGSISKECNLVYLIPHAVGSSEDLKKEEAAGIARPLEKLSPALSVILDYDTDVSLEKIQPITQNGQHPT
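Calcium flux readout: force-coupled, inducible Hek293 Trex D1 line, cells induced overnight at 30 C with tetracycline, dye-loaded 30–90 min at RT. Antagonism scored against EC80 dopamine challenge given 180 s after compound.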
TRHR enhancer: allosteric enhancers of human TRH receptor; P34981; TRHR cells, fluo-8 calcium fluorescence, EC20 TRH enhancement; enhancement, % at 2 µM; actives 0.66% (n = 360,000); in the data active = enhancement above about 30%; note: 0% is about no effect
Target sequence (P34981 whole entry, looked up): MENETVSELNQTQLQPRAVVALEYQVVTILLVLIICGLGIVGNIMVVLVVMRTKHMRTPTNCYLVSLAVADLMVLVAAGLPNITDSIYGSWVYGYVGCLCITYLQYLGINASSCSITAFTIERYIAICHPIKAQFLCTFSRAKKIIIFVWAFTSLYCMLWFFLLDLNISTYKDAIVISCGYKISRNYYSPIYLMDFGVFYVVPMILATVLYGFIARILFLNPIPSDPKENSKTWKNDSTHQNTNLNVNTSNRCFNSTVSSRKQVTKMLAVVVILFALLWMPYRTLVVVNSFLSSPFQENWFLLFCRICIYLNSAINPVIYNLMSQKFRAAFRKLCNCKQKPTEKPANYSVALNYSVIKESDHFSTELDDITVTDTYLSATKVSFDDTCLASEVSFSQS
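TRHR-expressing cells loaded with fluo-8 calcium dye were read kinetically (ex 480/em 530) during compound addition, then stimulated with an EC20 of TRH (10 nM final). Enhancement of the Gq-mediated intracellular calcium response was scored.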
D1 ag: human D1 receptor agonism; P21728; HEK293 T-REx D1 cells, calcium flux, agonist mode; activation, % at 2 µM; actives 1% (n = 360,000); in the data active = activation above about 30%; note: 0% is about no effect
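Inducible HEK293 T-REx D1 cells, force-coupled to calcium signalling, were plated at 4000 cells/well with tetracycline and held overnight at 30 C. After no-wash calcium dye loading, compound-evoked calcium rise over 180 s flagged agonists.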
TRHR agonist: activates the human TRH receptor; actives 0.18% (n = 360,000); P34981; TRHR cells, calcium flux fluo-8, FDSS agonist mode; activation, % at 2 µM; AID 493084; in the data active = activation above about 30%; note: 0% is about no effect
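TRHR-expressing cells, plated overnight in medium with 10% serum, were loaded with fluo-8 calcium dye at room temperature. After a 10 s baseline, library compound was pin-added and calcium release was recorded kinetically (ex 480/em 530) as agonist response.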
RXFP1 agonist: activates the human relaxin receptor RXFP1; Potency, µM (series often up to 57.5 µM), for the others: at the highest dose activation, hits mostly activators; actives 0.3% (n = 370,000); Q9HBX9; HEK293T-RXFP1 cAMP TR-FRET, 30 min; response scale: percent of porcine relaxin response, buffer zero; note: potency is the fitted concentration of half-maximal effect; % is set by controls: 0 for no effect and ±100 for the full control effect; nearly all actives have a fitted effect of over 60% in size; many of its hits are not listed in these tables
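Agonist response is measured as cAMP accumulation in an RXFP1-transfected HEK293T line under PDE4 inhibition. Values are scaled between buffer-only and 29 nM porcine relaxin, and EC50s come from standard Hill equation fits.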
D1 potentiator: potentiators of human D1 dopamine receptor; P21728; HEK293 TREx D1 cells, calcium flux, dopamine EC20 potentiation; potentiation, % at 10 µM; actives 0.036% (n = 360,000); AID 504651; in the data active = potentiation above about 30%; note: 0% is about no effect
Numbers without * were called inactive; ? = inconclusive; / = no result given. Unless noted, calls come from the whole dose curve; as a rule, active = well fitted curve in the direction sought with a large enough effect; inconclusive = small, poorly fitted or top-dose-only effect, or another doubt; inactive = no such curve, though single readings can be large; an effect the other way counts as inactive or inconclusive. Some of the compounds tested; count on the stated rates, not on these rows.

SMILES	D2 PAM	Apoferritin bind	RXFP1 antag	D1 antag	TRHR enhancer	D1 ag	TRHR agonist	RXFP1 agonist	D1 potentiator
Cc1cc(C)cc(-n2c(C)cc(/C=N/NC(=O)c3ccncc3)c2C)c1	16	-15%	1	0	3	6	-0.9	4.0%	2
O=C1CC(CCC(=O)NC2CC2)c2ccccc2N1 (stereo unspecified)	-5	-12%	-10	-4	0	3	0.1	-0.6%	-1
COc1cccc(CN(c2ccc3c(c2)CCC3)S(=O)(=O)c2ccc(-n3cnnn3)c(OC)c2)c1	1	-7%	-2	-17	-1	5	0.6	-0.3%	-5
COc1ccc(N2CCN(C(CNS(C)(=O)=O)c3ccco3)CC2)cc1 (stereo unspecified)	2	-3%	3	-5	5	5	0.1	-0.2%	3
COc1ccc(OC)c(NC(=O)C(NS(=O)(=O)c2ccc3c(c2)CCCC(=O)N3)C(C)C)c1 (stereo unspecified)	2	-11%	/	9	12	1	-0.1	2.1%	4
Cc1ccc(Cn2cc(/C=C/C(=O)O)c(-c3ccccc3)n2)cc1	-3	-11%	3	-8	4	4	0.0	3.4%	3
Cc1ccc(C(=O)Nc2ccc(C(=O)O)cc2)cc1S(=O)(=O)NCc1ccccc1	-5	-4%	0	-4	8	0	-0.6	4.4%	-6
O=C(Cn1cc2c(n1)CCCCC2)Nc1ccccc1Cl	-15	-3%	-21	-19	2	5	-0.4	6.5%	5
COc1cc(Cl)c(C)cc1NC(=O)Cn1c(NCCO)nc2ccccc21	-3	3%	-10	11	4	1	-0.9	1.6%	5
C=CCOc1c(Br)cc(CNCCCN2CCOCC2)cc1OC	-3	-5%	4	-2	-5	7	1.5	2.6%	-5
Cc1ccc(OCc2cc(=O)n3ccsc3n2)c(NC(=O)c2ccco2)c1	-10	-11%	3	-2	-3	0	0.2	-1.3%	0
CC(=O)c1c(C)n(-c2ccc(Cl)cc2)c2ccc(O)cc12	-1	0%	-18	-5	39*	3	-0.3	1.1%	0
CNc1ccccc1C(C)(C)c1cc(-c2cc(C)cc(C)c2)no1	-10	5%	-18	25	-4	0	-0.1	-0.1%	-5
COc1cccc(CNC(=O)c2cc3c(=O)n(Cc4cccnc4)ccc3nc2C)c1	-4	-9%	-12	-2	-2	1	-0.5	6.8%	-6
COc1ccc(-c2coc3c(CN4CCCCC4)c(O)c(CN4CCCCC4)c(O)c3c2=O)cc1	-1	-4%	/	-24	1	0	-0.7	0.0%	-5
CCOC(=O)c1[nH]c(C)c(/C(O)=C2\C(=O)C(=O)N(CCCN3CCOCC3)C2c2cccs2)c1C (stereo unspecified)	9	-1%	15	6	-2	2	-0.6	16%	-3
Cc1ccc(N2CCN(c3ncnc4onc(-c5ccc(F)cc5)c34)CC2)c(C)c1	-9	?	3	-1	-8	0	-1.1	0.7%	-5
O=C(COC(=O)c1ccccc1Br)Nc1ccccc1F	-3	-20%	-9	-11	6	1	0.1	1.2%	-4
CCN1CCN(Cc2ccc(NC(=O)c3cc(NC(=O)c4ccc5n[nH]nc5c4)cc(OC)c3)cc2C(F)(F)F)CC1	5	-16%	/	16	6	3	0.2	3.5%	-4
COc1ccc(C(=O)O)cc1F	12	-3%	1	-12	-5	0	0.6	2.4%	-5
CCOC(=O)N1CCN(c2cc(C)nc3nc(C)nn23)CC1	9	8%	-15	15	6	3	0.7	0.2%	0
COc1ccc(CN2CCNC(=O)C2CC(=O)NCCN2CCCCC2=O)c(F)c1 (stereo unspecified)	10	-4%	-5	4	-3	4	1.1	-0.3%	-5
COc1ccc(NS(=O)(=O)c2cc(NC(=O)c3cccs3)ccc2N2CCOCC2)cc1	-30	-3%	-1	-8	18	2	0.0	-1.7%	3
O=C(CSc1nnc(-c2ccncc2)n1Cc1ccco1)OC1CCCCC1	-1	?	9	0	3	1	0.0	2.2%	-5
COCCSc1ccccc1C(=O)N1CCOCC1	18	-8%	13	/	14	0	-0.8	1.5%	-2
CCOC1Cc2ccccc2N(C(N)=O)c2ccccc21 (stereo unspecified)	-2	3%	-8	5	15	2	0.0	1.6%	-4
COC(=O)c1sc2cc(=O)n(-c3cccc(C(F)(F)F)c3)nc2c1O	-5	-5%	-10	-18	-6	4	0.5	-0.6%	-6
O=C(NCc1cccs1)c1ccc(Cn2c(SCc3cccc(F)c3)nc3cccnc32)cc1	5	3%	5	6	-6	3	5.5	3.1%	-2
COc1cccc(NS(=O)(=O)c2cc3[nH]c(=O)c(=O)[nH]c3cc2C)c1	0	-12%	-7	-18	2	3	0.0	5.5%	1
O=C(CSc1ccccc1)NCc1cccnc1	-2	-16%	-14	-6	2	2	0.1	1.1%	-1

Compound profiles, from the list above:
Shown for Cc1ccc(N2CCN(c3ncnc4onc(-c5ccc(F)cc5)c34)CC2)c(C)c1 = D2 PAM: -9; Apoferritin bind: ?; RXFP1 antag: 3; D1 antag: -1; TRHR enhancer: -8; D1 ag: 0; TRHR agonist: -1.1; RXFP1 agonist: 0.7%; D1 potentiator: -5
Shown for O=C(COC(=O)c1ccccc1Br)Nc1ccccc1F = D2 PAM: -3; Apoferritin bind: -20%; RXFP1 antag: -9; D1 antag: -11; TRHR enhancer: 6; D1 ag: 1; TRHR agonist: 0.1; RXFP1 agonist: 1.2%; D1 potentiator: -4

Remaining list, next part
SMILES	D2 PAM	Apoferritin bind	RXFP1 antag	D1 antag	TRHR enhancer	D1 ag	TRHR agonist	RXFP1 agonist	D1 potentiator
O=C(Cc1ccc(Cl)cc1)NC(=S)Nc1ccccc1N1CCOCC1	1	-16%	-10	-34*	4	34*	3.0	0.2%	12
CCN1CCCC1CNC(=O)C(=O)NC (stereo unspecified)	-3	-6%	/	10	-1	5	0.1	-2.1%	-4
Cn1c(=S)n(/N=C/c2cccs2)c2ccccc21	20	-20%	3	4	-2	2	0.5	-7.8%	4
CCOc1ccc2ccccc2c1C(=O)N1CCN(c2ccccc2)CC1	0	-2%	-4	33	-3	-3	-0.9	1.3%	6
CN(C)CCN(C(=O)c1cccc(N2C(=O)CCC2=O)c1)c1nc2ccc(Br)cc2s1	2	-6%	-30	2	2	7	0.8	1.3%	-8
COc1ccc(S(=O)(=O)n2c([N+](=O)[O-])cnc2C)cc1OC	10	2%	0	2	2	6	0.2	0.7%	-2
O=C(CSCc1ccc(F)cc1)Nc1ccccc1	-2	-9%	-17	-15	1	5	0.2	-1.2%	-1
O=C(O)CC/C(=N/NC(=O)CNC(=O)C(c1ccccc1)c1ccccc1)c1ccccc1	5	?	14	-34*	-3	4	-1.3	-0.4%	-10
Cc1cc(C(F)(F)F)n2nc(-c3cnn(C)c3C(F)(F)F)cc2n1	-2	-9%	-5	13	0	0	-0.3	3.1%	2
CCCCn1c(N)c(N(CCOC)C(=O)c2ccc(S(=O)(=O)N(CC)c3ccccc3)cc2)c(=O)[nH]c1=O	-7	/	-10	-16	2	1	0.2	0.4%	1
COc1ccc(CCN(Cc2ccccn2)C(=S)Nc2ccccc2F)cc1OC	1	-11%	-18	-8	22	2	-0.5	0.5%	-6
Cc1ccc(NC(=O)Cc2nnc(SCC(=O)NC3=NCCS3)n2C)cc1	14	11%	-8	-1	6	0	0.4	0.2%	-4
COc1ccccc1NC(=O)Nc1cc(C(C)C)ccc1C	-16	-14%	-17	-15	3	-1	0.2	-0.4%	-4
Cc1ccc(C(=O)Nc2ccncc2)c(Cl)c1	1	-2%	7	24	-7	5	0.0	2.0%	-3
CC1=CC(C)(C)NC(=S)N1NC(=O)c1ccccc1Cl	35*	-16%	-4	-13	1	-1	0.1	3.5%	-7
Cc1cc(C)c(C(=O)CC2(O)C(=O)Nc3ccccc32)cc1C (stereo unspecified)	18	-12%	-6	9	1	2	0.6	0.0%	-2
Cc1ccc2c(c1)nnn2C1CCN(S(=O)(=O)c2ccc(C(=O)N(C)C)cc2)CC1	-3	-14%	1	-15	-3	4	0.2	-1.7%	0
CCCS(=O)(=O)N1CCC(C(=O)NCc2ccc3c(c2)OCO3)CC1	-7	-2%	-3	3	-5	0	-1.2	-1.4%	-8
Cc1cc(-c2ccco2)n(CC(=O)O)n1	14	-3%	28	4	6	4	0.8	0.3%	3
O=C1c2[nH]nc(-c3ccccc3O)c2C(c2ccc(F)cc2)N1CCO (stereo unspecified)	10	-10%	-16	-9	-1	2	0.1	0.5%	-1
Cc1cc(S(=O)(=O)NC2CCCCC2)ccc1-n1cnnn1	-1	-4%	-9	-30*	-8	10	1.7	-2.9%	-5
CCN(C1CCCCC1)S(=O)(=O)c1c(C)n(C)c(=O)n(C)c1=O	2	/	1	1	-2	0	0.0	0.7%	3
CCOC(=O)c1c(NC(=O)CSC2=NN3CCCC(=O)N=C3S2)sc2c1CCCCC2	1	-8%	5	-14	2	-2	0.5	2.3%	-1
COc1cc2c(cc1OC)C(c1ccc(OC)c(OC)c1OC)CC(=O)N2 (stereo unspecified)	0	-7%	-3	-6	-10	1	0.4	0.2%	-1
COc1ccc(OCc2nnc(SCC(=O)N(C)Cc3ccccc3)n2N)cc1	/	-5%	-3	-10	-5	2	0.2	-0.9%	4
Cc1cccc(C(=O)Oc2ccccc2/C=N/NC(=O)c2ccc(NC(=O)C(C)(C)C)cc2)c1	6	-10%	-18	16	6	8	0.4	0.0%	-3
O=C(NCC1CCCO1)c1ccc(S(=O)(=O)Nc2ccccc2F)cc1 (stereo unspecified)	-5	/	5	-38*	-7	3	0.0	-1.0%	-4
Cc1nc(N2CCOCC2)c2c(C(=O)N3CCN(c4ccccc4)CC3)c(C)oc2n1	5	6%	4	-10	8	0	0.3	-0.2%	-2
COc1cccc(C(=O)NCCSCc2c(F)cccc2Cl)c1	3	-17%	1	3	-5	2	-1.4	-5.4%	9
Cc1ccc(NC(=O)COC(=O)CN2C(=O)c3ccccc3C2=O)cc1S(=O)(=O)N(C)C	-3	?	-10	-2	3	1	-0.5	4.3%	-2

Reformatted with values ahead of the structure: 4 of the compounds above
D2 PAM	Apoferritin bind	RXFP1 antag	D1 antag	TRHR enhancer	D1 ag	TRHR agonist	RXFP1 agonist	D1 potentiator	Molecule
3	-17%	1	3	-5	2	-1.4	-5.4%	9	COc1cccc(C(=O)NCCSCc2c(F)cccc2Cl)c1
2	/	1	1	-2	0	0.0	0.7%	3	CCN(C1CCCCC1)S(=O)(=O)c1c(C)n(C)c(=O)n(C)c1=O
-3	-14%	1	-15	-3	4	0.2	-1.7%	0	Cc1ccc2c(c1)nnn2C1CCN(S(=O)(=O)c2ccc(C(=O)N(C)C)cc2)CC1
-7	-2%	-3	3	-5	0	-1.2	-1.4%	-8	CCCS(=O)(=O)N1CCC(C(=O)NCc2ccc3c(c2)OCO3)CC1
